Bioassay records: PubChem BioAssay, several laboratories
CDK5 p35 inh: inhibitors of human CDK5/p35 kinase, primary screen, biochemical, single concentration. Recombinant CDK5/p35, ADP-Glo luminescence, 60 min. inhibition, % at 10 µM. 0.01% of 330,000 active;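 active = highest replicate inhibition of at least 50% and at least 75% of replicates reaching 50%; inconclusive = only one of the two criteria met; inactive = both criteria failed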;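 also: plate controls were DMSO neutral control for no effect and GW8510 at 10 µM for full effect; many of its hits are not listed in these tables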
V-ATPase pHluor: regulators of yeast V-ATPase proton pumping, primary screen, pHLuorin cytosolic pH fluorescence | S. cerevisiae | response, % at 10 µM | 0.37% of 350,000 active; in the data active = response mostly above about 7.3%, no sharp cut-off; inactive = mostly below about 5.4%; also: actives read high; inactives centre near 0; some compounds called inactive have numbers as strong as hits; reference of the scale not given here
MITF TRPM1 HTS: activators of MITF-driven TRPM1 promoter reporter, primary screen, cell-based, SK-MEL-5, luciferase, single point; SK-MEL-5 TRPM1-promoter luciferase, 24 h; % of positive control, neutral wells = 0; activation, % at 12.5 µM; 0.75% of 300,000 active; AID 588334, 2011;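 active = mean activation of at least 80% with every replicate also reaching 80%; inconclusive = mean reaches 80% but some replicate falls short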;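 also: 0% = neutral control wells and 100% = parthenolide positive control wells; values of inactives mirror those of a sister screen read the other way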
dFosB activator: activators of delta FosB homodimer, primary screen, biochemical, fluorescence polarization, TAMRA-CDK5 oligo, single point; AID 493131, 2011; activation, % at 25 µM; Protein FosB (Mus musculus), P13346; purified delta FosB; percent of positive-control signal above neutral wells; 0.99% of 340,000 active;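 active = mean activation above about 17%, with every replicate also reaching it, limit read from the data, passing the limit was not always enough; inconclusive = only one of the two conditions met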;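 also: fluorescence polarization rise as delta FosB binds a TAMRA Cdk5 AP-1 oligo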
HTR5A inv ctr: HTR5A inverse agonists in luminescence cell assay, primary screen, counter-screen for OPRM1-OPRD1 heterodimer inverse agonist project, full-deck HTS. HTR5A cell line, inverse agonism. inhibition, % at 9.3 µM. 0.083% of 340,000 active; in the data active = inhibition mostly above about 23%, no sharp cut-off; inactive = mostly below about 18%;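 also: 0% = cells with DMSO and 100% = no-cell wells with DMSO; some compounds called inactive have numbers as strong as hits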
HTR5A ag ctr: HTR5A agonists in luminescence cell assay, primary screen, counter-screen for OPRM1-OPRD1 heterodimer agonist project, full-deck HTS | AID 504692, 2011 | 0.61% of 340,000 active | cell-based | activation, % at 9.3 µM | 5-hydroxytryptamine receptor 5A (Homo sapiens), P47898; in the data active = activation mostly above about 9.5%, no sharp cut-off; inactive = mostly below about 7.6%;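 also: 0% = cells with vehicle only and 100% = reference agonist; strong numbers were not always called active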
PvdQ inh: P. aeruginosa PvdQ acylase inhibitors, primary screen, biochemical, fluorescence, plate reader and imaging, single point | 0.063% of 340,000 active | PvdQ acylase [Pseudomonas aeruginosa LESB58] | purified PvdQ acylase | AID 488965, 2010 | inhibition, % at 10 µM; in the data active = inhibition above about 30%, passing the limit was not always enough; inconclusive = no clear call, values can overlap the other calls;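 also: 0% = vehicle neutral wells and 100% = reference inhibitor wells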
SR-BI HDL uptake: inhibitors of SR-BI mediated HDL lipid uptake, primary screen, ldlA[mSR-BI] cells, fluorescence, single point. inhibition, % at 12.5 µM. Scavenger receptor class B member 1 (Mus musculus), Q61009. ldlA[mSR-BI] CHO cells, DiI-HDL uptake fluorescence, 3 h. 0.96% of 320,000 active;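 active = mean replicate inhibition of at least 70% and a set share of replicates each scoring 70 or more; inconclusive = meets just one of the two criteria; inactive = fails both criteria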;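 also: 0% = median of neutral control wells and 100% = median of positive control wells; values of inactives mirror those of a sister screen read the other way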
Wnt bcat act: Wnt/beta-catenin pathway activators, primary screen, cell-based, plate reader, single point. Wnt/beta-catenin reporter cell assay, activator. activation, % at 9.35 µM. 1.2% of 300,000 active. AID 743398, 2014; in the data active = activation above about 30%, passing the limit was not always enough; inconclusive = no clear call, values can overlap the other calls;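 also: 0% = neutral control wells and 100% = positive control wells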
NSD2 HMT inh: NSD2 histone methyltransferase inhibitors, primary screen, biochemical, AlphaScreen, single concentration, set 2. 0.54% of 310,000 active. inhibition, % at 12.5 µM. NSD2 peptide methylation, 120 min. Histone-lysine N-methyltransferase NSD2 (Homo sapiens), O96028; in the data active = inhibition above about 50%
Target sequence (O96028 whole entry, looked up): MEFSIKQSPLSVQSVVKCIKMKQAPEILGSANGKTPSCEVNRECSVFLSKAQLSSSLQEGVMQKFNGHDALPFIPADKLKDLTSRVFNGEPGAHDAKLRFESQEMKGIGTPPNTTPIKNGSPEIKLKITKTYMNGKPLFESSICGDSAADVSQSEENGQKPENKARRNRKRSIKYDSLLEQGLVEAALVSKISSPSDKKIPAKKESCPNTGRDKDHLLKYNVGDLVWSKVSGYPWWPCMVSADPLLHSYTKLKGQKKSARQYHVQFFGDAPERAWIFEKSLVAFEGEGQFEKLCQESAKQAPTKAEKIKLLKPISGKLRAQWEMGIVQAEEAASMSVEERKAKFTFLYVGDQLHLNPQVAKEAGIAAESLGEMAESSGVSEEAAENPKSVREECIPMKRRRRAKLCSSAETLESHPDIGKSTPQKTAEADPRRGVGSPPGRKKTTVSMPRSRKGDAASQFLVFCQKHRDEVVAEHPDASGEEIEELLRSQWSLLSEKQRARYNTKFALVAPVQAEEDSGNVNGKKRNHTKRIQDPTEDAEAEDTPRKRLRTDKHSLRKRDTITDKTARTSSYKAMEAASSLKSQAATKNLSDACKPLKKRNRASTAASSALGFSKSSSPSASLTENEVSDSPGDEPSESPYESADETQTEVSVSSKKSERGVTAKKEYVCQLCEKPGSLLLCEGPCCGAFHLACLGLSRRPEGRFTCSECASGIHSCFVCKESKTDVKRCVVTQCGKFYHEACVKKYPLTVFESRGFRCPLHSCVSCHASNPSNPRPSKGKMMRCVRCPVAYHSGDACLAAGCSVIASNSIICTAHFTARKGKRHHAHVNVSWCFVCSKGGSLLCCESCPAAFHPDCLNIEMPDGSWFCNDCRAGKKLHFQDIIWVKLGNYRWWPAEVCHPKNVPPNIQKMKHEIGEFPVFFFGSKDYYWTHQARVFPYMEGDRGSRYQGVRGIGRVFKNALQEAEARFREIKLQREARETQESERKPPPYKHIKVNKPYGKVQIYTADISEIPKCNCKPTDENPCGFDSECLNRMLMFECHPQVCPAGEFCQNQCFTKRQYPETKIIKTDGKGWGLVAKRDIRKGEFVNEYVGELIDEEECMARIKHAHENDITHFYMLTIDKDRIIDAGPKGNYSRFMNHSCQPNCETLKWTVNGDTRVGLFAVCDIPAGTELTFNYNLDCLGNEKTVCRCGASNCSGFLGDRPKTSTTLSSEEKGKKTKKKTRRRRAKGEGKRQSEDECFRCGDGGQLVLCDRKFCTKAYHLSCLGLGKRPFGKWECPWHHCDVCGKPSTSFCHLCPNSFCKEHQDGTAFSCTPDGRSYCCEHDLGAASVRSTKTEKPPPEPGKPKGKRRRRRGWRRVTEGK
* = called active by the depositor; ? = inconclusive; . = no result given; & = joins results of further samples.

SMILES | CDK5 p35 inh | V-ATPase pHluor | MITF TRPM1 HTS | dFosB activator | HTR5A inv ctr | HTR5A ag ctr | PvdQ inh | SR-BI HDL uptake | Wnt bcat act | NSD2 HMT inh
COc1cccc(C2=CC(=O)CC(C)(C)C2)c1OC | 0.4 | 2 | 8 | 5 | -30 | 10 | -11 | -30 | 0 | .
N#Cc1cccc(Nc2c3c(nc4ccccc24)CCC3)c1 | 1.1 | -2 | -8 | -3 | 3 | -1 | 6 | 28 | 0 | 0
CCc1ccc(C(=O)CN2CCSC2=N)cc1 | -0.4 | -4 | 61 | -2 | -3 | 2 | -4 | -36 | ? | 6
CCOc1ccc(CCNC(=O)COC(=O)COc2ccccc2C)cc1OCC | 0.7 | 2 | 4 | -11 | 5 | -2 | -13 | -7 | 2 | 0
COc1ccccc1CNC(=O)CN(C)CC(=O)Nc1ccccc1Br | 0.0 | 2 | 0 | -16 | 4 | -1 | -13 | 26 | -5 | -3
COc1ccc(NC(=O)CN(c2ccccc2)S(=O)(=O)N(C)C)cc1OC | -3.1 | -2 | 2 | -4 | -10 | 4 | -12 | -22 | . | 0
CSC(=NC1CCCCC1)NS(=O)(=O)c1ccccc1 | 0.5&4.1 | -3&2 | 6&6 | 1&6 | 0&16 | 0&0 | -8&5 | 11&12 | 1 | -4&-3
O=C(NC(=S)Nc1ccc(S(=O)(=O)N2CCCCC2)cc1)c1ccc(Cl)cc1 | -1.9 | 0 | -18 | -15 | -1 | 0 | -6 | . | -2 | -1
COCCCNC(=O)C[C@H]1C[C@H](C(=O)N2CCCCC2)[C@@]2(C)c3[nH]c4ccc(Cl)cc4c3CCN2C1=O | -6.1 | -1 | -15 | -10 | -3 | 1 | -5 | 27 | -1 | .
Fc1ccc(-n2c(-c3ccco3)nc3nc4ccccc4nc32)cc1 | 2.7 | -3 | 3 | -7 | 3 | -1 | -5 | -17 | . | 1
COc1ccccc1CNS(=O)(=O)CCNC1CC1 | 1.9 | 1 | -5 | 0 | -14 | 4 | -18 | -6 | -1 | .
Cc1ccc(NC2=NC(C(=O)Nc3ccc(C)c(C)c3)CC(=O)N2)cc1 (stereo not given) | -0.7 | -2 | -7 | 7 | -13 | -4 | -5 | -6 | -5 | -3
CC1CCCC(C)N1C(=O)Cn1c(SCC(=O)Nc2ccc3c(c2)OCO3)nc2ccccc21 (stereo not given) | -0.4 | 0 | -1 | -4 | . | . | -9 | 36 | -4 | 2
Cc1nnc(SCC2=C(C(=O)O)N3C(=O)C(NC(=O)C(C)n4nc(C(F)(F)F)cc4C)C3SC2)s1 (stereo not given) | -0.1 | 3 | -1 | -7 | 5 | -1 | -5 | 4 | -1 | 0
S=C1SCN(CC2CC2)CN1CC1CC1 | -1.0 | 0 | -36 | -3 | -15 | 6 | -22 | -11 | -1 | 1
CCOc1cccc2sc(Nc3nc4ccc(NC(C)=O)cc4s3)nc12 | -0.9 | 4 | 5 | 3 | -13 | 8 | -16 | 59 | . | 0
Nc1nc(N2CCN(Cc3ccccc3)CC2)n[nH]1 | 0.4 | 6 | -4 | 5 | -1 | 1 | 1 | 3 | -2 | -12
COn1c(SC(C)C)nc2ccccc2c1=O | -1.2 | -3 | . | 6 | -3 | 2 | 6 | 7 | -2 | -1
O=C(CNC(=O)c1ccccc1F)N/N=C/c1cccs1 | -0.9 | -1 | 54 | 4 | 9 | -2 | 6 | -16 | 6 | 0
CN(C(=O)c1ccc(NC(=O)Cc2cccc([N+](=O)[O-])c2)cc1)C1CC1 | 1.6 | 2 | 18 | -1 | -4 | -1 | -23 | 9 | 1 | .
O=C(CNC(=O)c1ccccc1)NCCc1nc2ccccc2[nH]1 | -0.6 | -1 | 6 | 1 | 9 | -3 | 7 | -13 | 0 | 0
CC(C)CC(=O)Nc1nnc(S(=O)(=O)Nc2ccccc2)s1 | 0.2 | 1 | 9 | 4 | -5 | 1 | 7 | -3 | 0 | -3
N#Cc1c(NC(=O)COC(=O)c2ccc(S(=O)(=O)N3CCCC3)cc2)sc2c1CCCCC2 | -0.4 | -2 | 14 | -20 | 13 | -5 | 3 | 9 | 1 | 1
CCc1nc2ccc(C(=O)NCc3ccco3)cc2nc1CC | -0.3 | -2 | 7 | -9 | -11 | 3 | -2 | 13 | -6 | 1
COc1ccc(Cn2cc(F)c(=O)n(CCC(C)C)c2=O)cc1[N+](=O)[O-] | 0.0 | -1 | 0 | -7 | -20 | 2 | -22 | -9 | . | 0
COc1cc2c(cc1OC)C(C)N(S(=O)(=O)c1cccs1)CC2 (stereo not given) | -1.5 | -1 | -8 | 2 | 11 | -3 | -14 | -6 | 2 | 1
CC1Sc2ccc(S(=O)(=O)CCC(=O)N3CCN(c4ccccc4F)CC3)cc2NC1=O (stereo not given) | 1.5 | -2 | -11 | -6 | 19 | -1 | -8 | -5 | -6 | 0
Cc1ccc(SCCNC(=O)/C=C/c2ccccc2Cl)cc1 | 0.3 | -2 | 5 | 0 | 6 | -3 | 4 | -1 | -2 | 6
Cc1cccc(-n2nnc(C(=O)NCc3ccc4c(c3)OCO4)c2N)c1 | -0.2 | 1 | -5 | -2 | -19 | 7 | -1 | 25 | -3 | 1
CCOC(=O)Cc1nc2nc(C)cc(C)n2n1 | 0.0 | -2 | -3 | -3 | 6 | -2 | -5 | -18 | 0 | -2
COc1ccc(Cl)cc1NC(=O)c1[nH]c(C)c(C(C)=O)c1C | 2.7 | -1 | -8 | 36* | 7 | -3 | -2 | 9 | 0 | 49
COc1nc(OC)nc(N2CCC(C(=O)NCc3ccco3)CC2)n1 | -0.2 | -4 | -5 | 6 | -1 | 0 | -3 | 2 | 0 | -1
CCCc1cc(=O)oc2c3c(cc(OCC(=O)NCc4ccccn4)c12)OC(C)(C)CC3 | -1.3 | 2 | -12 | -18 | -1 | 0 | -19 | 34 | -2 | .
Cc1ccc(C)c(N2C(=O)CC(Cc3ccccc3)C2=O)c1 (stereo not given) | 0.7 | 2 | 1 | -10 | 9 | -2 | -9 | 4 | 0 | -1
COC(=O)c1c(-c2cccc(OC)c2)csc1N | 1.0 | 2 | . | -7 | 0 | 0 | -15 | 16 | 0 | .
Cc1ccc(=O)n(C(C(=O)NCc2ccco2)C(=O)c2ccc(F)cc2)c1 (stereo not given) | 0.0 | 0 | . | 0 | -11 | -1 | -5 | -14 | 3 | -4
Cc1cc2oc(=O)cc(CN3CCc4ccccc43)c2cc1Cl | -1.9 | 0 | -15 | -14 | 20 | 5 | -8 | 17 | . | 3
COc1cccc(C(=O)NCCS(=O)(=O)NCCc2ccccc2)c1 | -3.5 | 4 | 68 | -1 | 4 | -1 | -21 | -8 | 0 | -2
Cc1ccc(Nc2cc(C)nn2-c2nc(C)cc(C)n2)cc1 | 0.8 | -1 | . | -16 | -1 | -2 | -2 | 12 | 13 | -1
CCOC(=O)N1CCN(C(=O)C2CCN(C(=O)c3ccc([N+](=O)[O-])cc3)CC2)CC1 | 1.2 | 2 | 1 | -4 | -3 | -1 | -13 | -8 | -2 | 9
O=C(C1CCCCC1)N1CCC(c2nc3c(nnn3Cc3c(F)cccc3Cl)c(=O)[nH]2)CC1 | -1.0 | 3 | -9 | -18 | -10 | 6 | 5 | 6 | 0 | 9
CCOC(=O)CCNC(=O)N1CCCC(C(=O)c2cccc(Cl)c2)C1 (stereo not given) | -1.8 | -2 | 8 | 1 | 6 | -3 | 2 | -21 | . | -2
CCCn1c(=O)c2ccccc2n2c(SCCOc3ccccc3)nnc12 | 0.9 | -3 | 6 | -10 | 5 | -2 | -8 | -15 | 0 | -2
COCCCNC(=S)Nc1ccc2nc3n(c(=O)c2c1)CCCCC3 | 1.4 | 1 | 12 | 6 | 1 | 0 | 11 | -17 | -1 | -2
COc1ccc(Cl)cc1NC(=O)N1CCC(C)CC1 | -3.0 | 4 | 2 | 1 | -2 | 0 | -10 | 39 | -2 | -4
CC(=O)c1ccc(Sc2ccccc2)cc1 | 1.3 | -2 | 14 | 3 | 13 | 12 | 4 | -2 | 4 | -1
CC1CCN(C(=O)Cn2c(=O)n(CCCC(=O)NCc3ccco3)c(=O)c3sccc32)CC1 | -1.2 | 0 | 8 | -2 | 5 | -2 | -14 | . | -2 | -7
Cc1ccc(OCC(=O)NCC(=O)Nc2ccc(F)c(F)c2F)c([N+](=O)[O-])n1 | 0.8 | -3 | -4 | 4 | 16 | 0 | -15 | 31 | -1 | -2
O=c1c(C/C=C/c2ccccc2)c(O)ccn1CCc1c[nH]c2ccccc12 | -1.9 | 0 | -10 | -9 | 24 | 1 | -8 | 3 | -1 | -2
O=C(O)C1=CC[C@@H](c2ccc(Cl)cc2)N(S(=O)(=O)c2ccc(Cl)cc2)[C@H]1c1ccc(Br)cc1 | -1.1 | 5 | 3 | -13 | -16 | 4 | -11 | -1 | -2 | .
COc1ccc(NC(=O)[C@H](C)NC(=O)C2CCN(S(=O)(=O)c3ccc(C)cc3)CC2)cc1OC | 1.1 | 1 | 1 | -2 | 27 | 2 | -4 | -33 | 1 | 4
O=S(=O)(c1ccc2nc(Nc3ccccc3)ccc2c1)N1CCCCC1 | 2.8 | 2 | -27 | 1 | -22 | 5 | -2 | 31 | -2 | -7
Cc1onc(-c2ccccc2)c1C(=O)N1CCN(C(=O)c2ccco2)CC1 | -21 | 0 | -5 | 4 | 2 | -1 | -5 | -33 | . | -8

Only HTR5A ag ctr (four entries from above):
compound | HTR5A ag ctr
O=C(O)C1=CC[C@@H](c2ccc(Cl)cc2)N(S(=O)(=O)c2ccc(Cl)cc2)[C@H]1c1ccc(Br)cc1 | 4
O=c1c(C/C=C/c2ccccc2)c(O)ccn1CCc1c[nH]c2ccccc12 | 1
CC1CCN(C(=O)Cn2c(=O)n(CCCC(=O)NCc3ccco3)c(=O)c3sccc32)CC1 | -2
COCCCNC(=S)Nc1ccc2nc3n(c(=O)c2c1)CCCCC3 | 0

An excerpt from above in order of their number in Wnt bcat act, falling.
canonical_smiles	Wnt bcat act
CC(=O)c1ccc(Sc2ccccc2)cc1	4
O=c1c(C/C=C/c2ccccc2)c(O)ccn1CCc1c[nH]c2ccccc12	-1
O=C(O)C1=CC[C@@H](c2ccc(Cl)cc2)N(S(=O)(=O)c2ccc(Cl)cc2)[C@H]1c1ccc(Br)cc1	-2
